PDI inh: inhibitors of human PDI, primary screen, biochemical, turbidity, single point, plate reader. PDI insulin aggregation turbidity, A650, 90 min. inhibition, % at 10 µM. hit rate 0.052% among 350,000. AID 588391, 2011;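 active = mean inhibition across replicates of 30% or more, whatever share of single replicates reach that level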;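 note: absorbance from insulin aggregation driven by PDI reduction with DTT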
Target sequence (P07237 whole entry, looked up): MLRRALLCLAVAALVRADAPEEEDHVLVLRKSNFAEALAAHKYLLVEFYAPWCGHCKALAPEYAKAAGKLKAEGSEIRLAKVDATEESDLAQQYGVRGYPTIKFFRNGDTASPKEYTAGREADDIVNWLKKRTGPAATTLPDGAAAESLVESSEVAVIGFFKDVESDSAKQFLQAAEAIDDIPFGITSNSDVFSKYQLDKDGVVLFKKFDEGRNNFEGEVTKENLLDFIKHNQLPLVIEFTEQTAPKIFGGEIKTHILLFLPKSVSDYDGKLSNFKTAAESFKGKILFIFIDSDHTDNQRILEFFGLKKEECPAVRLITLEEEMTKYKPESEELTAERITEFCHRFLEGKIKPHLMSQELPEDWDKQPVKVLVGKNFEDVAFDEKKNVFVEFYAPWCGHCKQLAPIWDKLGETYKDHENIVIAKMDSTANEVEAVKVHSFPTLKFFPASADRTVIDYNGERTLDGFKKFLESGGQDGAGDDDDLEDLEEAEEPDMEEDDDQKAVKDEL
MC4R barr agon: MC4R agonists recruiting beta-arrestin, primary screen, cell-based, luminescence, agonist arm of biased-ligand search | Melanocortin receptor 4 (Homo sapiens), P32245 | U2OS MC4R beta-arrestin complementation; percent of melanotan II response, DMSO zero | activation, % at 8.9 µM | hit rate 0.98% among 360,000 | AID 540308, 2011;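 active = activation above a per-plate cutoff, the mean activation of sample wells on that plate plus 3 SD, cut at about 8% in these data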
N-glyco inh: increase of ERlucT glycosylation luciferase signal, primary screen, N-linked glycosylation inhibitor project, D54 ERlucT cells, luminescence, set 2; reporter increase, % at 12.5 µM; AID 588692, 2011; hit rate 0.23% among 360,000; D54 ERlucT glycosylation luciferase reporter, 24 h; percent of 100 nM tunicamycin response;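 active = mean luciferase reporter signal, scaled so untreated is 0 and the glycosylation-blocking control 100, at or above a set limit in every replicate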;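 note: luciferase carries N-glycosylation sites so blocking glycosylation raises the light; 0% = median of neutral control wells and 100% = median of 100 nM tunicamycin wells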
MC4R antag cAMP: MC4R antagonists of cAMP signaling, primary screen, cell-based, TR-FRET, antagonist arm of biased-ligand search | Melanocortin receptor 4 (Homo sapiens), P32245 | MC4R-expressing cells, MTII-stimulated cAMP, LANCE TR-FRET | inhibition, % at 6.5 µM | hit rate 0.48% among 360,000;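 active = inhibition above its plate's cutoff, the mean of tested wells on that plate plus 3 SD, cut at about 29% in these data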;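 note: 0% = Melanotan II alone and 100% = Melanotan II plus saturating MCL0020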
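Assay system: human MC4R-expressing U2OS cells; reagent: Melanotan II stimulation of cells; dosing: 6.5 µM single dose; timing: compound 30 min, challenge 1 h, detection 1 h; signal: TR-FRET cAMP assay; replicates: one well per compound, no replicates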
Vif inh: HIV Vif self-association inhibitors, primary screen, imaging, HEK293T, single point | HEK293T cells, Vif self-association by quenched fluorescence, 24 h | inhibition, % at 7.49 µM | hit rate 0.35% among 340,000 | AID 602346, 2012; in the data active = inhibition above about 50%, passing the limit was not always enough; note: some results filed as inactive read as strong as hits
H9c2 protect: cardioprotection against H2O2-induced cell death, primary screen, uHTS, H9c2 cells, ATPLite luminescence; H9c2 cardiomyocytes, H2O2 injury protection, 2 h; protection from H2O2 cell death, % at 20 µM; hit rate 0.63% among 360,000; AID 588492, 2011;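 active = compounds giving at least 50% protection of heart cells from peroxide-induced death in the single-dose screen, raw or plate-pattern-corrected value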;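 note: 0% = DMSO wells with peroxide and 100% = DMSO wells without peroxide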
aDG glyco up: activators of alpha-DG glycosylation, primary screen, uHTS, Pro5-aDG cells, AlphaScreen; alpha-DG glycosylation AlphaScreen (IIH6); 0% Pro5, 100% B10-LARGE cell signal; activation, % at 10 µM; hit rate 0.22% among 360,000; AID 624168, 2012;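 active = activation of at least 8% versus controls, or a plate z-score of at least 8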;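 note: Pro5 are CHO cells carrying HIG-tagged alpha-DG that lacks glycosylation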
CaV13 FRET inh: Primary screen for inhibitors of IQ motif and Ca2+-dependent inactivation inhibitor domain binding in CACNA1D, Förster resonance energy transfer in living cells, …; hit rate 0.098% among 340,000; inhibition, % at 12.3 µM; HEK cells, CFP/YFP FRET ICDI-IQ, plate reader, 10 min; percent FRET-ratio fall versus neutral wells;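 active = mean replicate inhibition of at least 30% and at least 1% of replicates passing that level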;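 note: 0% = median of the neutral control wells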
ABCB6 inh MLPCN: ABCB6 transporter inhibitors, primary screen, K562-ABCB6 cells, flow cytometry, MLPCN library; K562-ABCB6 porphyrin accumulation, 1 h; active compounds read low; fluorescence ratio to DMSO, % at 10 µM; hit rate 0.19% among 360,000; AID 602162, 2011;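 active = fluorescence ratio to DMSO below 75%, the collection mean minus 3 SD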;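 note: signal is porphyrin accumulated inside mitochondria; 100% equals median channel fluorescence of DMSO control wells; lower ratio means ABCB6 inhibition with less porphyrin fluorescence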
m5-HT2A agonist: mouse Htr2a agonists via beta-arrestin recruitment, primary screen, cell-based, luminescence; activation, % at 7.6 µM; 5-hydroxytryptamine receptor 2A (Mus musculus), P35363; hit rate 0.66% among 360,000; CHO-K1 mHTR2A beta-arrestin complementation; percent of 30 µM serotonin response;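 active = activation above a run cutoff, the mean activation of all tested compounds plus 3 SD, cut at about 14% in these data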;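 note: 0% = plate median of compound wells and 100% = 30 µM serotonin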
Target sequence (P35363 whole entry, looked up): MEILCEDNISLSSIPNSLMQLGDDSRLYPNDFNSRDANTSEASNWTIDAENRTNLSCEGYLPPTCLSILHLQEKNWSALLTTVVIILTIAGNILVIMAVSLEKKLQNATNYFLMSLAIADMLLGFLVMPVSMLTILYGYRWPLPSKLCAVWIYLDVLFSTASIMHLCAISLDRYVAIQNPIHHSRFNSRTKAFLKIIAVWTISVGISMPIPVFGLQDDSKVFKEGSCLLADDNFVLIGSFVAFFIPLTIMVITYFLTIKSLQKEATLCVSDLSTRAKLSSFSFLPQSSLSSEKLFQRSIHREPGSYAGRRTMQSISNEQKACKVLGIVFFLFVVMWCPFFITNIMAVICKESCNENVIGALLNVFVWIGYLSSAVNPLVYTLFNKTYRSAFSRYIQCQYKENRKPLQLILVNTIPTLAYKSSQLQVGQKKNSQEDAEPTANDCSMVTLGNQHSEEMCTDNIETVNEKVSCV
An asterisk follows results filed as active; . = no result given.

SMILES	PDI inh	MC4R barr agon	N-glyco inh	MC4R antag cAMP	Vif inh	H9c2 protect	aDG glyco up	CaV13 FRET inh	ABCB6 inh MLPCN	m5-HT2A agonist
CC(C)CC(c1nnnn1CC1CCCO1)N1CCN(c2cccc(Cl)c2)CC1 (stereo unspecified)	-5	0.7	0	7	19	-9	0.7	-1	93	-4
CCCOC(=O)Nc1ccccc1C(N)=O	-3	1.4	2	-3	1	-1	-0.1	.	97	2
COc1ccc(N(CC(=O)Nc2cccc([N+](=O)[O-])c2C)S(C)(=O)=O)cc1OC	4	-1.1	-2	2	1	5	-0.2	-3	94	-2
CCOc1ccc(CCNC(=O)COC(=O)c2nc3nc(C)cc(C)n3n2)cc1OCC	-5	-0.1	1	7	0	-5	0.2	-4	98	7
CCNS(=O)(=O)c1ccc(CCC(=O)NC2CCCC2)cc1	5	1.4	2	0	1	6	0.0	-4	96	5
Cc1cc(C)c(C2=CSC3=NS(=O)(=O)CCN23)c(C)c1	12	-1.2	2	0	-6	-7	-0.4	0	93	13
O=C(CSc1nnc(-c2ccccn2)o1)Nc1ccc(F)cc1	6	0.4	0	21	-8	-4	-0.3	-5	104	4
Cn1c(SCC(=O)O)nnc1-c1ccc(NC(=O)c2ccc(Cl)c(Cl)c2)cc1	-1	1.2	-1	15	.	-11	-0.1	-2	99	1
Cc1ccc(S(=O)(=O)N(C)Cc2ccccc2)cc1C(=O)N1CCCCC1	8	1.2	-2	5	-8	-1	0.1	-6	98	-1
Cc1ccc(S(=O)(=O)NCC(=O)OCC(=O)NC(=O)c2cccn2C)cc1	-6	1.9	0	34*	14	-11	-0.2	-7	100	1
O=C(O)C1CSCN1S(=O)(=O)c1cccc2nsnc12 (stereo unspecified)	3	1.2	0	18	2	-4	-0.2	-4	103	0
CCOC(=O)c1ccc(-n2c(=S)sc3c(=O)[nH]c(C)nc32)cc1	-5	-0.2	0	4	-15	3	0.3	.	101	3
O=C(CSc1ccccc1F)NCC(c1cccs1)N1CCOCC1 (stereo unspecified)	-1	0.9	-2	-1	7	-1	0.1	-3	98	6
N#Cc1cc2c(nc1SCC(O)CS(=O)(=O)Cc1ccc(Cl)cc1)CCCC2 (stereo unspecified)	4	0.8	1	8	-5	-6	0.4	.	99	5
Cc1ccccc1NC(=O)CSCCO	-2	-2.7	0	-2	-2	2	0.4	-6	97	2
CCCOC(=O)C(C)n1cnc2scc(-c3ccc(C)cc3)c2c1=O (stereo unspecified)	-1	0.4	2	-6	-3	2	0.2	-4	105	-7
COc1ccc(C(c2c(C)n(C)n(-c3ccccc3)c2=O)c2c(C)n(C)n(-c3ccccc3)c2=O)c(OC)c1OC	4	2.1	3	0	2	5	0.0	0	98	0
COCCCNC(=O)c1c(N)n(/N=C/c2cccs2)c2nc3ccccc3nc12	8	3.3	-1	4	-13	16	-0.4	-6	98	1
CCOC(=O)c1nc(N)c(C(=O)OCC)[nH]1	8	-1.2	1	6	-1	5	-0.2	.	104	5
CCCNC(=S)N1CCC(NC(=O)c2ccc(OC)cc2)CC1	-6	0.8	1	-1	-1	0	0.1	-22	97	0
Cc1nc2sc(C(c3ccco3)N3CCc4ccccc4C3)c(O)n2n1 (stereo unspecified)	1	-3.8	2	14	4	8	-0.2	-6	101	-2
Cc1ccc(NC(=S)Nc2ccc3nc(-c4ccccn4)c(-c4ccccn4)nc3c2)cc1C	6	0.6	-1	4	1	33	-0.1	.	110	8
CCc1n[nH]c(=O)c2cc3cc(OC)ccc3n12	5	1.1	2	-1	-4	-7	0.0	-20	102	11
COc1ccc(Cl)cc1NS(=O)(=O)c1ccc(S(=O)(=O)N2CCCC2)cc1	2	0.0	2	21	-4	4	0.1	.	99	-2

Look-ups from above:
`O=C(CSc1ccccc1F)NCC(c1cccs1)N1CCOCC1` (stereo unspecified) | PDI inh: -1
`CCCOC(=O)C(C)n1cnc2scc(-c3ccc(C)cc3)c2c1=O` (stereo unspecified) | H9c2 protect: 2

(continued)
SMILES	PDI inh	MC4R barr agon	N-glyco inh	MC4R antag cAMP	Vif inh	H9c2 protect	aDG glyco up	CaV13 FRET inh	ABCB6 inh MLPCN	m5-HT2A agonist
CCN1CCN(C(c2ccc(F)cc2)c2nnnn2Cc2ccc3c(c2)OCO3)CC1 (stereo unspecified)	6	0.3	-3	-2	-2	4	-0.3	6	102	5
Cc1ccc(CN2CCSc3sccc3C2=O)cc1	1	-0.6	-2	-1	-1	2	0.3	1	92	5
CC(NC(=O)c1ccc(Br)cc1)C(=O)NC1=NCCS1 (stereo unspecified)	3	0.0	-1	6	-2	2	0.1	-5	97	6
O=C(c1cc2sccc2n1Cc1ccccc1)N1CCN(c2nc3ccccc3s2)CC1	-1	-1.8	-4	7	-28	-16	5.6	.	87	7
c1ccc(-c2ccc3nncn3c2)cc1	9	1.4	4	-5	-7	12	0.1	-12	114	5
O=C(CCN1C(=O)c2ccccc2C1=O)CN1CCOCC1	11	-2.5	0	7	35	10	0.3	-2	104	2
COc1cc(-c2nc(C)c(C(C)=O)n2O)ccc1OCC(=O)Nc1ccc(F)cc1	-2	-3.8	2	5	8	11	-0.1	-1	96	4
CC(C)c1ccc(NS(=O)(=O)c2ccc3[nH]cc(C(=O)N4CCC(C(N)=O)CC4)c(=O)c3c2)cc1	-1	-0.6	-1	-7	0	4	0.2	-6	98	-3
CC(C)(C)NC(=O)/C=C/c1cccs1	-1	-5.3	-1	9	6	-9	-0.2	3	100	5
Cc1ccc(CN2C(=O)CSC(C)C2=O)cc1 (stereo unspecified)	1	-1.9	-1	0	4	12	0.0	-17	87	-8
CCn1cc(C(=O)N2CCN(c3ccc(F)cc3)CC2)c2cc(OC)c(OC)cc2c1=O	1	-0.6	3	8	-13	-4	0.2	-6	92	1
CCOC(=O)c1ccc(NC(=O)CCc2ccc(CC)o2)cc1	1	-0.1	-1	14	-2	-2	0.0	.	93	-2
CCCCN=C1CC(C)(C)CC(=O)/C1=C(/O)CCC	3	0.8	-3	18	-7	0	0.1	-14	102	6
c1csc(CSc2nnc3sc4ccccc4n23)c1	10	0.8	-3	9	0	6	-0.1	0	92	1
COC(=O)c1ccc(/C=N/NC(=O)C(=O)N2CCCCCC2)cc1	3	-0.5	0	-1	0	2	-0.1	-3	96	-9
Cc1cc(Br)ccc1OCc1nc(-c2cccnc2)no1	-9	0.4	-1	6	0	-4	-0.1	.	94	-1
CC(=O)c1ccc(N2CCN(c3ncccn3)CC2)c([N+](=O)[O-])c1	5	-1.4	1	3	-5	-6	0.0	-3	95	-1
CCC1=Nc2cc(C(=O)NCCCN3CCOCC3)ccc2Sc2ccc(Br)cc21	-3	-0.6	-2	0	-7	0	0.3	-3	99	-6
CN(C(=O)CSc1nc2ccc(Cl)cc2[nH]1)C1CCS(=O)(=O)C1 (stereo unspecified)	-6	1.2	-1	-12	-4	-5	0.4	-7	89	-4
O=S(=O)(NC1CCCC1)c1ccc(S(=O)(=O)N(Cc2cccs2)CC2CCCO2)cc1 (stereo unspecified)	-3	1.4	-6	-3	-3	-3	0.0	-8	92	-5
O=C(COc1cccc2c1CCNC2=O)Nc1cccc(C(F)(F)F)c1	-3	-0.3	0	-6	9	28	0.5	.	102	-5
C[C@@H]1CN([C@@H](C)CO)C(=O)CCCn2nncc2CO[C@H]1CN(C)C(=O)C1CCCCC1	14	0.7	2	11	1	-3	-0.3	.	105	4
O=C(Nc1ccc(S(=O)(=O)N2CCc3ccccc32)cc1)c1ccco1	5	1.0	-2	14	-11	-9	-0.1	-12	88	-5
O=C(Cc1cccc(F)c1F)NC1CCCN(Cc2ccc(Cl)cc2)C1 (stereo unspecified)	-3	-0.5	-1	8	-1	1	-0.1	-5	100	-6

Just PDI inh, MC4R antag cAMP and ABCB6 inh MLPCN, for 3 of the compounds above:
| molecule | PDI inh | MC4R antag cAMP | ABCB6 inh MLPCN |
| --- | --- | --- | --- |
| COc1ccc(N(CC(=O)Nc2cccc([N+](=O)[O-])c2C)S(C)(=O)=O)cc1OC | 4 | 2 | 94 |
| N#Cc1cc2c(nc1SCC(O)CS(=O)(=O)Cc1ccc(Cl)cc1)CCCC2 (stereo unspecified) | 4 | 8 | 99 |
| Cc1ccc(CN2C(=O)CSC(C)C2=O)cc1 (stereo unspecified) | 1 | 0 | 87 |

Next part.
SMILES	PDI inh	MC4R barr agon	N-glyco inh	MC4R antag cAMP	Vif inh	H9c2 protect	aDG glyco up	CaV13 FRET inh	ABCB6 inh MLPCN	m5-HT2A agonist
CCOC(=O)C1=C(CC)Nc2ccccc2N/C1=N\S(=O)(=O)c1cc(Br)ccc1Br	-2	3.1	-2	8	15	-12	0.7	2	102	6
COc1ccc(/C=C2\CCC(C3CCCC3)C2=O)cc1Cn1cccn1 (stereo unspecified)	-8	3.4	-2	-2	-2	-4	0.1	-3	97	-3
CC1Sc2ccc(S(=O)(=O)NCCc3ccc(S(N)(=O)=O)cc3)cc2NC1=O (stereo unspecified)	-2	-0.3	-2	14	-7	0	0.0	-15	101	-2
Cc1ccc(NC(=O)CN2C(=O)S/C(=C\c3ccc(OCC(=O)O)c(Br)c3)C2=O)cc1	-4	-1.9	-1	12	-1	1	-0.1	-10	93	0
O=C(Nc1ccc(-c2csnn2)cc1)C(Cl)(Cl)Cl	1	-1.2	2	9	-7	-12	0.1	-5	94	2
N/C(=N\OC(=O)COc1ccc(Br)cc1)c1ccncc1	-2	5.5	-2	8	.	-3	0.4	-3	98	1
COc1ccc(-n2c(C(C)(C)C)csc2=Nc2c(C)n(C)n(-c3ccccc3)c2=O)cc1	1	-1.9	0	3	2	3	-0.1	0	91	1
CC(C)Oc1cccc(OCCN2C(=O)c3ccccc3C2=O)c1	-3	-2.1	0	12	-4	3	-0.1	-2	98	-6
Nc1nc(C2CCCCC2)cs1	0	-1.6	2	2	-15	-3	0.0	-11	101	0
CC1(C)CC(=O)C2=C(C1)OC1=C(C2)C(=O)CC(C)(C)C1	3	-0.8	0	-2	-1	4	-0.1	-7	108	-2
CCCOc1ccc(-c2c(C(=O)N/N=C(\C)c3cccs3)nnn2-c2nonc2N)cc1	14	2.9	-1	6	-2	2	-0.3	-2	97	1
CC(=O)Oc1oc(-c2ccccc2)nc1/C=N/c1ccccn1	-3	-1.6	-2	-5	-2	2	0.0	-9	102	-4
COCCn1nnnc1C(CC(C)C)N1CCN(c2ccccc2)CC1 (stereo unspecified)	6	0.3	0	-4	4	1	-0.2	-4	100	-1
CCOC(=O)C(Cc1ccccc1)C(=O)Nc1ccccc1C (stereo unspecified)	2	1.6	1	2	9	5	0.0	-9	115	0
COc1cccc(C(NC(C)=O)c2nc(-c3csc4ccccc34)cs2)c1 (stereo unspecified)	2	0.3	-2	1	1	7	0.1	-4	92	6
